IDE inh – inhibits human insulin-degrading enzyme in HEK cells | P14735 | FAbetaB cleavage, fluorescence polarization | inhibition, % at 5.59 µM | actives 0.41% (n = 320,000);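 active means percent inhibition above the average of all tested compounds plus 3 SD, set per screening campaign, cut at about 16% in these data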;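 further: IDE supplied by intact live HEK cells; FP after avidin binding of uncleaved biotin substrate so inhibition keeps polarization high; 0% = DMSO wells and 100% = 60 µM reference IDE inhibitor Ii1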
Target sequence (P14735 whole entry, looked up): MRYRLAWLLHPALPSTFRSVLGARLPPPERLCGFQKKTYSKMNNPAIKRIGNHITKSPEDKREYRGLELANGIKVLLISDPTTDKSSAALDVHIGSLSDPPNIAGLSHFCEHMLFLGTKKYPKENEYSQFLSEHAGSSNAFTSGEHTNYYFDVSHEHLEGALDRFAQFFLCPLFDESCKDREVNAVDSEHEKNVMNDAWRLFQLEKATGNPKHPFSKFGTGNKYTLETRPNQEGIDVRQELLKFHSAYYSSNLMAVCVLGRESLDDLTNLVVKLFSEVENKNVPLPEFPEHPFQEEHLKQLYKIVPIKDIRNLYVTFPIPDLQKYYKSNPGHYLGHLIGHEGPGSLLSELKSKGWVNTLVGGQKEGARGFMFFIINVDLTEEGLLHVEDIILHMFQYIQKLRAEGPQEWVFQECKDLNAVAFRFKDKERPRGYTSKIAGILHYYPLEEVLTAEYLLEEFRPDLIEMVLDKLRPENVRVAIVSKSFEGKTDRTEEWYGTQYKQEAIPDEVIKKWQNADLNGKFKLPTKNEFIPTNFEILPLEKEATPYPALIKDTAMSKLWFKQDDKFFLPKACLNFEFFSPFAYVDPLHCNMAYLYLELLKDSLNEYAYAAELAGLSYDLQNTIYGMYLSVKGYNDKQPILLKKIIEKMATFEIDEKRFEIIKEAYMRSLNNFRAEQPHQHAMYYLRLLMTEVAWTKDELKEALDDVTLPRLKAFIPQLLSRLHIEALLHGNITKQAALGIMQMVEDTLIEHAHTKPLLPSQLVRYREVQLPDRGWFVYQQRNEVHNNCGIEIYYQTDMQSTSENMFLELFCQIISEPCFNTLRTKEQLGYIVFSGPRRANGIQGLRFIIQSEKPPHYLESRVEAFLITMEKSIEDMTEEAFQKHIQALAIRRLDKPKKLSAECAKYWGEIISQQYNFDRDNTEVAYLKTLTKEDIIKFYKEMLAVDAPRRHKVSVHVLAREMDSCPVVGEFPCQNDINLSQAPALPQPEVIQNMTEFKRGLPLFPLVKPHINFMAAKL
IDE act – boosts human insulin-degrading enzyme activity in HEK cells. activation, % at 5.96 µM. actives 0.073% (n = 340,000). P14735. FAbeta-B cleavage, fluorescence polarization; 0% vehicle, 100% cell-free pure enzyme wells;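 active means activation above the mean of all tested compounds plus 3 SD, set per screening campaign, cut at about 17% in these data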
* = called active by the depositor.

SMILES	IDE inh	IDE act
COc1ccc(NC(=O)CNc2cccc(S(=O)(=O)N3CCCCCC3)c2)c([N+](=O)[O-])c1	0	2
O=C(N[C@@H]1C/C=C\C[C@H](CC(=O)N(CCO)Cc2ccccc2)C(=O)N[C@@H](Cc2c[nH]c3ccccc23)COC1=O)OCC1c2ccccc2-c2ccccc21	4	1
CC(=O)c1ccccc1NC(=O)COC(=O)CCC1CCCC1	-3	1
CC(=O)Nc1cccc(NC(=O)CSc2nnc3ccccn23)c1	5	4
COc1cc([C@@H]2CC=C(C(=O)O)[C@H](c3cccc(Cl)c3)N2S(=O)(=O)c2ccc(C)cc2)cc(OC)c1OC	4	2
COc1ccc(/C=C/C(=O)OCC(=O)NC(C)CCc2ccccc2)cc1 (stereo unspecified)	4	-2
CCCc1cc(=O)[nH]c(SC(C)C(=O)Nc2ccc3c(c2)OCCO3)n1 (stereo unspecified)	2	1
COc1cccc(C2=CC(=O)CCC2)c1OC	-5	-1
Nc1nc(F)nc2c1ncn2[C@@H]1O[C@H](CO)[C@@H](O)[C@H]1O	6	10
Cc1cnc(C(=O)OCC(=O)Nc2ccccc2[N+](=O)[O-])cn1	7	2
Cc1cccc(NC(=O)c2nc[nH]c2C(=O)N2CCN(c3ccccc3)CC2)c1	3	9
Cc1cc(CNC(=O)COC(=O)c2ccc(Cl)c(N)c2)cc(C)c1O	12	0
Cc1nc2ccc(NS(=O)(=O)c3c(F)cccc3F)cc2s1	2	-1
COc1ccc(OC)c(-c2csc(NC(=O)CSCc3c(C)noc3C)n2)c1	3	4
C#CCOCCOCCOCCNc1nc(N2CCOCC2)nc(N2CCN(C(=O)[C@H](CC(N)=O)n3cc([C@@H](N)C(C)C)nn3)CC2)n1	1	-3

13 successive records already listed, quoted:
SMILES	IDE inh	IDE act
CC(=O)c1ccccc1NC(=O)COC(=O)CCC1CCCC1	-3	1
CC(=O)Nc1cccc(NC(=O)CSc2nnc3ccccn23)c1	5	4
COc1cc([C@@H]2CC=C(C(=O)O)[C@H](c3cccc(Cl)c3)N2S(=O)(=O)c2ccc(C)cc2)cc(OC)c1OC	4	2
COc1ccc(/C=C/C(=O)OCC(=O)NC(C)CCc2ccccc2)cc1 (stereo unspecified)	4	-2
CCCc1cc(=O)[nH]c(SC(C)C(=O)Nc2ccc3c(c2)OCCO3)n1 (stereo unspecified)	2	1
COc1cccc(C2=CC(=O)CCC2)c1OC	-5	-1
Nc1nc(F)nc2c1ncn2[C@@H]1O[C@H](CO)[C@@H](O)[C@H]1O	6	10
Cc1cnc(C(=O)OCC(=O)Nc2ccccc2[N+](=O)[O-])cn1	7	2
Cc1cccc(NC(=O)c2nc[nH]c2C(=O)N2CCN(c3ccccc3)CC2)c1	3	9
Cc1cc(CNC(=O)COC(=O)c2ccc(Cl)c(N)c2)cc(C)c1O	12	0
Cc1nc2ccc(NS(=O)(=O)c3c(F)cccc3F)cc2s1	2	-1
COc1ccc(OC)c(-c2csc(NC(=O)CSCc3c(C)noc3C)n2)c1	3	4
C#CCOCCOCCOCCNc1nc(N2CCOCC2)nc(N2CCN(C(=O)[C@H](CC(N)=O)n3cc([C@@H](N)C(C)C)nn3)CC2)n1	1	-3

Continuation.
SMILES	IDE inh	IDE act
CNS(=O)(=O)c1cccc(C(=O)NNC(=O)CN(C)S(=O)(=O)c2ccc(Cl)cc2)c1	4	-3
Cc1ccccc1OCC(=O)NNC(=O)c1cc(S(=O)(=O)N2CCOCC2)ccc1N1CCCC1	-2	2
O=C(O)CCCc1ccc2c(c1)CCc1ccccc1-2	0	-1
Cc1ccc(S(=O)(=O)Nc2cccc(S(=O)(=O)Nc3ccccc3C(=O)O)c2)c(C)c1	-2	-1
CCCC[C@@H]1C=C(C(=O)O)[C@H](c2ccc(Cl)cc2)N1S(=O)(=O)c1ccc(C)cc1	3	0
CCN1CCN(c2ccc(S(=O)(=O)N3CCCCC3)cc2NC(=O)C(C)Oc2ccc(F)cc2)CC1 (stereo unspecified)	6	1
CC(=O)c1ccc(NC(=O)CSc2ccc(-c3ccc(-n4cccn4)cc3)nn2)cc1	1	0
Cn1cnnc1SCC(=O)Nc1ccc2ccccc2c1	4	3
COC(=O)C(Cc1ccccc1)NC(=O)c1ccc(NS(=O)(=O)c2ccc3[nH]c(=O)[nH]c3c2)cc1 (stereo unspecified)	-1	-1
CCN(c1ccccc1)S(=O)(=O)c1ccc(C(=O)NCc2ccco2)cc1	3	1
Cc1ccc(C2(c3ccccc3)NC(=O)N(CC(=O)NC3(C#N)CCCC3)C2=O)cc1C (stereo unspecified)	-2	-5
C[C@H](NC(=O)c1nc[nH]c1C(=O)NCc1ccc(CNC(=O)OC(C)(C)C)cc1)c1ccccc1	-4	2
Cc1noc(C)c1C(=O)Nc1cccc(S(=O)(=O)N2CCCCC2)c1	-2	3
Cc1cc(C)c(S(=O)(=O)N2CCCC2CNC(=O)c2ccc3c(c2)OCO3)c(C)c1 (stereo unspecified)	-1	3
CCCCNC(=O)[C@@H]1CC=C[C@@H]2CCN(C3CC3)C(=O)[C@@H]21	3	3
CC(C)CN(C(=O)CC1CCCC1)c1c(N)n(Cc2ccccc2)c(=O)[nH]c1=O	-4	5
COc1ccc(CCNC(=O)c2cccc(S(=O)(=O)N3CCCCCC3)c2)cc1	0	-1
COc1ccc(CNC(=O)C(C)N2C(=O)NC(c3ccccc3)(c3ccccc3)C2=O)cc1 (stereo unspecified)	0	4
CC(=O)Oc1ccc(C(=O)Nc2cccc(C(=O)c3ccc(C)c(C)c3)c2)cc1	4	0
NC(=O)c1ccsc1NC(=O)COC(=O)/C=C/c1ccccc1[N+](=O)[O-]	-3	4
O=C(CSc1nnc(-c2ccncc2)o1)Nc1ccc(F)c(F)c1	1	3
CC(=O)c1sc(NC(=O)c2oc3ccc(F)cc3c2C)nc1C	-3	3
C=CCNc1nc(C(=O)OCC(=O)c2ccc(F)cc2)cs1	6	2
Nc1nnc(SCC(=O)NNC(=O)c2ccc(F)cc2)s1	4	3
O=C(NCCS(=O)(=O)N1CCN(c2ccccc2)CC1)c1cccc(F)c1	5	8
O=C(OCC(=O)N1CCN(C(=O)c2ccco2)CC1)c1ccccc1NCCO	-2	-5
CCOC(=O)c1c(NC(=O)CSc2ncn[nH]2)sc(C(=O)N(C)C)c1C	4	6
CC(OC(=O)C1CCN(S(=O)(=O)c2ccc(C(C)(C)C)cc2)CC1)C(=O)N1CCOCC1 (stereo unspecified)	1	5
O=C(NC1CCC(O)CC1)c1cc(Cl)c2c(c1)OCCO2 (stereo unspecified)	2	-4
Cc1ccc(NC(=O)C2CC(=O)N(Cc3ccccc3)C2)nc1 (stereo unspecified)	-9	6
COc1ccc(CNC(=O)COC(=O)CN2C(=O)COc3ccccc32)cc1	-3	1
CCN1C(=O)[C@H]2[C@@H](c3ccc(-c4ccc(Cl)c(Cl)c4)c(OC)c3)N[C@@](C)(C(=O)OC)[C@H]2C1=O	0	-3
COc1ccccc1C(=O)NCCC(=O)N1CCN(C(C)=O)CC1	-1	3
Cn1c(-c2ccsc2)c(-c2cccs2)c2cc(-c3ccc4cc[nH]c4c3)ccc21	1	-1
Cc1ccc(S(=O)(=O)NCCC(=O)N2CC(C)OC(C)C2)cc1 (stereo unspecified)	1	-2
CN(CC(=O)Nc1cccc(F)c1)CC(=O)Nc1cccc2ccccc12	0	0
C=CCN1C(=O)c2ccc(C(=O)N(C)CC(=O)Nc3ccc(Br)cc3C)cc2C1=O	0	3
COc1ccc(C(C)=O)cc1CC(=O)Nc1cccc(S(=O)(=O)N2CCOCC2)c1	-3	15
CCOc1ccc(S(=O)(=O)Nc2cccc(C(=O)NCC3CCCO3)c2)cc1 (stereo unspecified)	-6	-3
COc1ccccc1CNS(=O)(=O)c1cc2c3c(c1)CCN3C(=O)CC2	-1	3
CCOC(=O)CCCCCC(=O)Nc1ccc2c(c1)CC(=O)N([C@H](C)CO)C[C@H](C)[C@H](CN(C)S(=O)(=O)c1ccc(OC)cc1)O2	5	-1
COc1ccc(NC(=O)CN(C)C(=O)c2sc3ccccc3c2Cl)cc1	-10	6
CC(C)NC(=O)Nc1ccc2c(c1)C(=O)N([C@H](C)CO)C[C@H](C)[C@@H](CN(C)S(C)(=O)=O)O2	6	0
COc1ccc(CNC(=O)COC(=O)CCOc2ccc(C)cc2)cc1OC	1	1
CCN(C(=O)c1cc(S(=O)(=O)N2CCCC2)ccc1C)C1CCS(=O)(=O)C1 (stereo unspecified)	-1	2
O=C(CSc1nnc(-c2ccc(Cl)cc2)o1)NNC(=O)c1ccncc1	1	3
Cc1ccc(SCC(=O)Nc2ccc(N3CCOCC3)cc2)cc1C	6	4
N#Cc1ccc(C(=O)OCC(=O)Nc2cccc(S(=O)(=O)N3CCCCC3)c2)cc1	0	2
CCOc1ccc(N2CC(C(=O)NCC(=O)Nc3ccc(F)c(F)c3F)CC2=O)cc1 (stereo unspecified)	2	2
CCOc1ccc(CN(C)C(=O)CN2C(=O)NC3(CCCc4ccccc43)C2=O)cc1 (stereo unspecified)	0	-1
COc1ccccc1NC(=O)c1ccc(Cl)c(S(=O)(=O)NCc2ccco2)c1	-5	2
COC(=O)C1CCN(C(=O)COc2ccc(N(C)S(=O)(=O)c3ccc(C)cc3)cc2)CC1	0	-2
Cn1cc(C[C@H](NC(=O)OC(C)(C)C)C(=O)N[C@H](CO)Cc2ccccc2)c2ccccc21	-1	1
O=[N+]([O-])c1ccc(N/N=C/C=C/c2ccco2)cc1	6	-15
Cc1ccc(NC(=O)CN(C)C(=O)CSc2nnc(C)s2)cc1	-2	0
Cc1nc(Cc2nnc(SC(C)C(=O)N3c4ccccc4NC(=O)C3(C)C)o2)cs1 (stereo unspecified)	-6	20*
COc1ccc(C(CNC(=O)c2ccc(OCc3ccccc3)cc2)N2CCOCC2)cc1 (stereo unspecified)	-3	2
NC(=NCCc1ccccc1)NC(=O)c1cc(Cl)ccc1O	4	-1
CCc1ccccc1Nc1nc(N)nc(COC(=O)CCNS(=O)(=O)c2ccccc2)n1	3	7
Cc1csc2nc(COC(=O)c3cccc(N(C)C)c3)cc(=O)n12	-3	4
The list continues.
SMILES	IDE inh	IDE act
CN(C(=O)COC(=O)c1cccs1)c1c(N)n(Cc2ccccc2)c(=O)[nH]c1=O	0	0
COc1ccccc1N1CCN(S(=O)(=O)CCNC(=O)c2cccc(F)c2)CC1	4	-2
Cn1cnnc1SCC(=O)NNC(=O)c1ccc([N+](=O)[O-])cc1	-2	-1
CCN(C(=O)COC(=O)/C=C/c1ccco1)C1CCCCC1	-1	2
CC[C@]12c3[nH]c4ccccc4c3CCN1C(=O)C(CC(=O)NC/C=C(\C)CCC=C(C)C)C[C@@H]2C(=O)N1CCN(C(=O)c2ccco2)CC1 (stereo partly specified)	1	1
Cc1ccc(C)c(S(=O)(=O)N2CCCC2CNC(=O)C(=O)NCCN2CCOCC2)c1 (stereo unspecified)	6	1
N#Cc1ccsc1NC(=O)COC(=O)C1=NNC(=O)CC1	5	1
O=C(c1ccc(NS(=O)(=O)c2ccc3[nH]c(=O)[nH]c3c2)cc1)N1CCCC(C(F)(F)F)C1 (stereo unspecified)	3	2
COc1ccc(NC(=O)CN2C(=O)NC(CC(C)C)C2=O)cc1S(=O)(=O)N1CCOCC1 (stereo unspecified)	-3	0
C[C@H](CO)N1C[C@H](C)[C@@H](CN(C)C(=O)Nc2ccccc2)Oc2ccc(NC(=O)CCC(F)(F)F)cc2C1=O	3	-4
CCN(CC(=O)Nc1ccc(NC(C)=O)cc1)C(=O)c1ccc2c(c1)OCO2	3	4
CCC(C)N(C(=O)COc1ccccc1C#N)C1CCS(=O)(=O)C1 (stereo unspecified)	6	-2
C[C@@H]1O[C@@H](O[C@@H]2C(=O)c3c(O)cc(O)cc3O[C@H]2c2ccc(O)c(O)c2)[C@H](O)[C@H](O)[C@H]1O	-2	2
COc1cc(NC(=O)CSC(=S)N2CCCC2)c(OC)cc1Cl	2	3
O=C(COC(=O)CNC(=O)c1ccccc1)NCCNC(=O)COC(=O)CNC(=O)c1ccccc1	0	5
COc1ccc(CCC2(C)NC(=O)N(C(C)C(=O)N3c4ccccc4CC3C)C2=O)cc1 (stereo unspecified)	-2	4
O=C(Cc1c(F)cccc1Cl)NCC(=O)OCc1ccccc1	3	-2
COc1cccc(NC(=O)c2cccc(Cl)c2)c1	0	-3
CCN(CC(=O)Nc1c(F)cccc1F)C(=O)CCNC(=O)c1ccc([N+](=O)[O-])cc1	11	1
Cn1ccsc1=NC(=O)c1cc(S(=O)(=O)N2CCOCC2)ccc1F	5	2
O=C(COC(=O)/C=C/c1ccc(OC(F)F)cc1)Nc1ccc(N2CCOCC2)cc1	5	-3
C=C[C@H]1[C@H](O[C@@H]2O[C@H](CO)[C@@H](O)[C@H](O)[C@H]2O)OC=C2C(=O)OCC[C@]21O	-4	2
CN(C(=O)c1cccc(NC(=O)Cc2cccc([N+](=O)[O-])c2)c1)C1CCC1	-2	3
CCNC(=O)N(CC)C[C@H]1N[C@@](C)(C(=O)OC)[C@H]2C(=O)N(C)C(=O)[C@@H]12	1	4
O=C(COC(=O)COc1ccc(Cl)cc1)NCCNC(=O)COC(=O)COc1ccc(Cl)cc1	-1	0
COc1cc(C(=O)NCc2cccs2)ccc1OCc1c(C)noc1C	4	4
CC(=O)c1cccc(OCC(=O)N(Cc2ccco2)c2c(N)n(Cc3ccccc3)c(=O)[nH]c2=O)c1	2	-2
CC(=O)Nc1ccc(S(=O)(=O)Nc2nc3ccccc3nc2N2CCOCC2)cc1	3	10
COc1ccc2c3n(nc2c1)CCN=C3c1ccc(Cl)cc1	1	4
CCCCn1c(N)c(N(CCOC)C(=O)CSc2nnc(-c3ccc(F)cc3)n2N)c(=O)[nH]c1=O	4	-2
CN(C)C(CNC(=O)c1ccc(S(=O)(=O)Nc2ccccc2)cc1)c1ccco1 (stereo unspecified)	-1	3
COc1ccccc1NS(=O)(=O)c1ccc(C(=O)NCc2ccncc2)cc1	-1	-1
O=C(OCc1ccccc1)c1cc(S(=O)(=O)N2CCCCC2)ccc1N1CCOCC1	-1	2

An excerpt; count on the stated rates, not on these rows.
